phage Ecoli inh: growth loss of phage-infected E. coli, primary screen, RecBCD inhibitor project, absorbance, with phage, HTS; actives 0.26% (n = 360,000); inhibition, % at 11.9 µM; AID 651602, 2012; in the data active means inhibition above about 11%
PKA-R2B activ: activators of PKA-R2B holoenzyme, primary screen, biochemical, fluorescence polarization, Cy5-IP20, human | cAMP-dependent protein kinase catalytic subunit beta (Homo sapiens) + cAMP-dependent … | PKA-R2B holoenzyme dissociation; R2B truncated from residue 108, S112A mutant; 0% DMSO only, 100% 113 µM cGMP | activation, % at 11.4 µM | actives 0.079% (n = 340,000);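 active means activation above a cutoff set at the mean over all compounds plus 3 SD, cut at about 18% in these data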;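 further: higher means more holoenzyme dissociation and a rise in polarization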
Target sequence (P31323 whole entry, looked up, other chains not shown, the tested form may be a part): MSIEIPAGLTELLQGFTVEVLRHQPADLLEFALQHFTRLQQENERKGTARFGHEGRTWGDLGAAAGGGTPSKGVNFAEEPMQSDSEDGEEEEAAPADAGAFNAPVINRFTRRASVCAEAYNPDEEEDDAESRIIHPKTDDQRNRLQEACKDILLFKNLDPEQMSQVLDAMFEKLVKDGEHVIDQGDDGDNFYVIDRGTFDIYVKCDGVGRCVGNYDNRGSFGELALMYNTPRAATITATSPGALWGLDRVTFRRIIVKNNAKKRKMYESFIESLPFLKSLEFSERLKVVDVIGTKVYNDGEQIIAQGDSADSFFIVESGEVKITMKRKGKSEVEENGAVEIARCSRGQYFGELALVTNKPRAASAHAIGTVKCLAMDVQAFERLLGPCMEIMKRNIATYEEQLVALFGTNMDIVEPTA
PKA-R1A act: activators of PKA-R1A holoenzyme, primary screen, biochemical, fluorescence polarization, Cy5-IP20, bovine R1A, mouse PKAc. PKA-R1A dissociation; scaled: DMSO 0%, 113 µM cGMP 100%. activation, % at 11.4 µM. actives 0.083% (n = 340,000). AID 504707, 2011;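 active means percent activation above the mean of all tested compounds plus 3 SD, cut at about 19% in these data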;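 further: higher means more PKAc released from R1A so a rise in polarization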
The depositor's hits bear a star.

structure | phage Ecoli inh | PKA-R2B activ | PKA-R1A act
CC(=O)c1ccc(NC(=O)CN2CCN(S(=O)(=O)c3ccc4c(c3)OCCO4)CC2)cc1 | 2.0 | 2 | 6
COc1ccc(C(=O)C(=NN)c2ccccc2)cc1 | 4.4 | -8 | 4
C[C@@H]1CN([C@@H](C)CO)C(=O)c2cc(NC(=O)Nc3cccc4ccccc34)ccc2O[C@@H](C)CCCCO[C@H]1CN(C)C(=O)c1ccccc1 | 3.2 | 12 | 5
COCC(=O)N(C)C[C@H]1Oc2ncc(C#C[C@H](C)O)cc2C(=O)N([C@@H](C)CO)C[C@H]1C | 2.1 | -4 | -10
Cc1ccc(S(=O)(=O)N2C[C@H]3[C@H]4C(=O)N(c5ccccc5)C(=O)[C@H]4C[C@H](OC(=O)NC4CCCC4)[C@@]3(O)C2)cc1 | 3.7 | -8 | -9
CC1=C(C(=O)N2CCOCC2)CC(CC(=O)NC2CCCC2)C(=O)N1Cc1ccc(C(C)(C)C)cc1 (stereo not drawn) | 1.2 | -2 | 3
CCCCC(=O)N1C(C)CCC1C (stereo not drawn) | 0.6 | 4 | 0
Cc1ccc(-c2ccc(CN3C(CC(C)C)C(=O)N(Cc4cn(CCC5OCCCO5)nn4)CCS3(=O)=O)cc2)cc1 (stereo not drawn) | 0.2 | -5 | -1
O[C@H]1C[C@H](c2ccc(Cl)cc2)N(CC2CCCCC2)C[C@@H]1n1cc(C2CC2)nn1 | 1.4 | -7 | -1
O=C1NN=C2CCCCCCC12 (stereo not drawn) | 3.0 | 8 | 2
CN(C)C=Nc1ccc([N+](=O)[O-])c2ccccc12 | 9.9 | 0 | -4
Cc1cccc(C(=O)OCC(=O)N2c3ccccc3CC2C)c1C (stereo not drawn) | 2.5 | -6 | 6
COCc1ccc(C(=O)N2CCCC(N3CCN(c4cccc(Cl)c4)CC3)C2)s1 (stereo not drawn) | 1.6 | 9 | 3
CNC(=O)C[C@H]1C(=O)N(CCc2ccccc2)C[C@@H]1C | 1.4 | -5 | -3
Cc1ccccc1P(=O)(c1ccccc1)c1ccccc1C | 2.7 | 6 | 5
COc1ccc([C@H]2N[C@]3(CCCN(Cc4ccc(Br)cc4)C3=O)[C@H]3C(=O)N(Cc4ccccc4)C(=O)[C@@H]23)cc1 | 0.7 | 2 | -4
COc1ccccc1NC(=O)C(C)OC(=O)C1CC(=O)N(Cc2ccco2)C1 (stereo not drawn) | 1.4 | 7 | 8
O=c1[nH]c(=O)n2ncnc2[nH]1 | 0.3 | -19 | -11
COc1ccc(/C=C(\NC(=O)c2ccc(Cl)cc2)C(=O)NCc2cccnc2)cc1OC | 4.1 | 1 | 4
COCC(=O)Nc1ccc(S(=O)(=O)Nc2onc(C)c2C)cc1 | 3.0 | -6 | 2

Next section (seven carried over from the part before).
structure | phage Ecoli inh | PKA-R2B activ | PKA-R1A act
CNC(=O)C[C@H]1C(=O)N(CCc2ccccc2)C[C@@H]1C | 1.4 | -5 | -3
Cc1ccccc1P(=O)(c1ccccc1)c1ccccc1C | 2.7 | 6 | 5
COc1ccc([C@H]2N[C@]3(CCCN(Cc4ccc(Br)cc4)C3=O)[C@H]3C(=O)N(Cc4ccccc4)C(=O)[C@@H]23)cc1 | 0.7 | 2 | -4
COc1ccccc1NC(=O)C(C)OC(=O)C1CC(=O)N(Cc2ccco2)C1 (stereo not drawn) | 1.4 | 7 | 8
O=c1[nH]c(=O)n2ncnc2[nH]1 | 0.3 | -19 | -11
COc1ccc(/C=C(\NC(=O)c2ccc(Cl)cc2)C(=O)NCc2cccnc2)cc1OC | 4.1 | 1 | 4
COCC(=O)Nc1ccc(S(=O)(=O)Nc2onc(C)c2C)cc1 | 3.0 | -6 | 2
CCSCCCn1[nH]c2ccccc2c1=O | 8.4 | -10 | 5
C[C@H](CO)N1C[C@H](C)[C@@H](CN(C)S(C)(=O)=O)OCc2cnnn2CCCC1=O | 4.8 | 6 | 9
CCOC(=O)C1CCN(C(=O)c2ccc3c(=O)n4nc(Nc5ccccc5OC)sc4nc3c2)CC1 | -2.2 | 7 | 9
COc1ccc(CN2C(=O)C(CC(=O)NCCc3ccccn3)CC(C(=O)N(C(C)C)C(C)C)=C2C)cc1 (stereo not drawn) | 1.5 | 6 | -1
COc1ccc(-c2cc3nc(-c4ccccc4)cc(N4CCN(C(=O)c5ccccc5)CC4)n3n2)cc1 | 4.3 | -13 | 5
COC1CCN(C(=O)c2cc(COc3cc(C)ccc3C)on2)CC1 | -0.4 | -9 | -8
CCC1NC(=O)c2cc3ccccc3cc2-n2c1nc1ccc(OC)cc1c2=O (stereo not drawn) | 2.3 | 4 | 5
COc1cc(NC(=O)COc2cc(C)cc3oc(=O)cc(C)c23)cc(OC)c1OC | 1.4 | -2 | 2
COCCCN1C(=O)C(CC(=O)NCCc2ccccn2)CC(C(=O)N2CCOCC2)=C1C (stereo not drawn) | -1.8 | -6 | 5
CC(C)NC(=O)N(C)C[C@@H]1OCc2cnnn2CCCC(=O)N([C@H](C)CO)C[C@H]1C | -0.9 | 6 | -8
CCOc1ccc(NC(=O)c2ccc3c(c2)S(=O)(=O)N=C2CCCCCN23)cc1 | 3.6 | 12 | 2
CCOC(=O)c1ccc(NC(=O)c2nc[nH]c2C(=O)NC[C@@H](C)O)cc1 | 3.2 | -1 | 3
O=C(Nc1ncccc1O)c1ccc(S(=O)(=O)NCc2ccco2)cc1 | 0.2 | -4 | 1
COc1cc(NC(=O)CCN2CCN(c3ccccc3OC)CC2)cc(OC)c1 | 0.3 | -14 | -6
COc1cc2ccc(-c3ccc4ccccc4n3)cc2cc1OC | 2.8 | 5 | 2
Cc1ccc(S(=O)(=O)N(C)C[C@@H]2OCc3cnnn3CCCC(=O)N([C@@H](C)CO)C[C@H]2C)cc1 | 1.0 | 0 | -4
c1ccc(-c2cc(-c3cc(-c4ccccc4)on3)no2)cc1 | 2.6 | 6 | 9
COc1ccc(C(C#N)=Cc2ccccc2OC)cc1 | 1.4 | -3 | 0
CC(CC(=O)c1ccccc1)=NCC(O)CN=C(C)CC(=O)c1ccccc1 (stereo not drawn) | 1.4 | -2 | 6
COCOCCn1cc(CN2CCS(=O)(=O)N(Cc3ccc(-c4ccc(OC)nc4)cc3)C(C)C2=O)nn1 (stereo not drawn) | -0.2 | 6 | 4
Cc1nc(N/N=C/c2cccc([N+](=O)[O-])c2)cc(N2CCCCC2)n1 | 4.1 | 1 | 8
COc1cccc(C#Cc2ccc3c(c2)O[C@@H](CN(C)C(=O)c2ccccn2)[C@@H](C)CN([C@H](C)CO)S3(=O)=O)c1 | 0.4 | -1 | 15
C[C@@H]1CN([C@H](C)CO)C(=O)CCCn2nncc2CO[C@@H]1CN(C)C(=O)C1CC1 | 2.1 | -2 | -7
COc1ccc(OCCn2c(C)nc3ccccc32)cc1 | 3.3 | -11 | -11
CCN1C(=O)[C@H]2[C@@H](c3ccc(C(F)(F)F)cc3)N[C@]3(CCCN(Cc4ccc(F)cc4)C3=O)[C@H]2C1=O | 3.1 | -8 | -6
COc1ccc(NC(=O)N(C)[C@H]2C[C@H]3c4[nH]c5ccc(-c6ccc(OC)cc6)cc5c4CCN3C(=O)[C@H]2[C@H](C)O)cc1 | 4.0 | -1 | 3
CN(Cc1cccc(F)c1)C(=O)C1CC(=O)N(Cc2ccco2)C1 (stereo not drawn) | 2.4 | -3 | -2
NC(=O)CSc1nnc(-c2ccco2)n1-c1ccc(F)cc1 | 2.0 | 8 | 6
O=C(C[C@H]1C(=O)N(CCc2ccccc2)C[C@@H]1c1ccccc1)Nc1ccccc1 | 1.0 | 7 | 4
CCOC(=O)N1CCC2(CC1)NC(=O)c1ccccc1N2 | -0.1 | -2 | -12
COc1cccc(-c2ccc(NC(=O)C3CCCN(Cc4ccccn4)C3)cc2)c1 (stereo not drawn) | 1.1 | -1 | 0
COc1ccc(C(=O)C=Cc2ccc(OCc3ccccc3)c(OC)c2)cc1OC | 1.3 | -6 | -4
CC1CCCC(NC(=O)CCN2C(=O)COc3ccccc32)C1C (stereo not drawn) | 2.5 | -1 | 3
CN(C(=O)c1ccccc1)C(=O)c1ccccc1 | 3.3 | 13 | 4
COc1ncnc2c1ncn2CCCNCc1ccccc1 | 5.3 | -2 | -6
CCCc1c(C(=O)N/N=C/c2ccc3c(c2)OCO3)nnn1-c1nonc1N | 1.4 | 5 | 9
Cc1ccc([C@@H]2C[C@H]3[C@@H](CN2S(=O)(=O)c2ccc(Cl)cc2)C(=O)C[C@@H](c2cccc4ccccc24)N3S(=O)(=O)c2ccc(C)cc2)cc1 | 0.4 | -10 | -13
C[C@@H]1CN([C@H](C)CO)C(=O)CCCn2nncc2CO[C@@H]1CN(C)S(=O)(=O)c1cccs1 | 4.3 | -8 | -6
COc1ccc(Cl)cc1NC(=O)NNC(=O)C(=O)Nc1ccc(F)cc1 | 3.4 | 1 | -7
CCOc1ccc(N2CC(C(=O)Nc3cccc(S(=O)(=O)N4CCOCC4)c3)CC2=O)cc1 (stereo not drawn) | 1.9 | -5 | -6
Cc1cc(OCC(=O)OCC(=O)N2CCCCC2)ccc1Cl | 0.6 | 5 | 2
O=S(=O)(Nc1cccc(S(=O)(=O)N2CCCC2)c1)c1ccc(Br)cc1 | 2.0 | 9 | -7
Cc1ccc(S(=O)(=O)N(CCc2ccccc2)c2ccc3c(c2)C2CC3CCN2C(=O)OCc2ccccc2)cc1 (stereo not drawn) | 0.9 | -3 | 0
CSc1ccc(NC(=O)NN(c2ccccc2)C2CCS(=O)(=O)C2)cc1 (stereo not drawn) | 3.4 | 6 | -5
COc1ccccc1S(=O)(=O)N(C)C[C@H]1Oc2cc(Br)ccc2S(=O)(=O)N([C@@H](C)CO)C[C@H]1C | 0.9 | -3 | 4
CCCC(=O)Nc1ccc2c(c1)nc(CCN1CCC(C)CC1)n2C | -1.8 | -4 | 4
COc1ccc2nc3n(c(=O)c2c1)-c1cc2ccccc2cc1C(=O)NC3Cc1ccc(O)cc1 (stereo not drawn) | 1.7 | -5 | -3
Cc1ccc(S(=O)(=O)N2CC3(O)CN(C(=O)OC(C)C)N(C(=O)OC(C)C)CC3(OC(=O)NC3CCCC3)C2)cc1 (stereo not drawn) | 0.9 | -12 | -8
CCn1c(SCC(=O)NCCc2ccc(OC)c(OC)c2)nc2c([nH]c3ccccc32)c1=O | -0.8 | -3 | -2
Cc1ccc([C@H]2N[C@]3(CCCN(Cc4ccccc4)C3=O)[C@H]3C(=O)N(C)C(=O)[C@@H]23)cc1 | 0.2 | 4 | 9
CC(=O)Nc1nn(CC(C)C)c2nc3ccc(C)cc3cc12 | 2.2 | -4 | -3
O=Cc1ccc2c(c1)OCCOCCOCCOCCO2 | 4.2 | 1 | -1
O=C(NCc1ccc(F)cc1)c1cc(-c2ccccn2)nc2ccc(S(=O)(=O)N3CCOCC3)cc12 | 4.3 | -8 | -8
C[C@H](CO)N1C[C@H](C)[C@H](CN(C)Cc2cccc(C(F)(F)F)c2)OCc2ccccc2-c2c(n(C)c3ccccc23)C1=O | 2.1 | 4 | 6
Cc1ccc(-n2nnnc2CNC(=O)C(=O)c2c[nH]c3ccccc23)cc1C | 3.8 | 1 | 5
CC1=CC(C)C(=O)N(C)C(C)=C1 (stereo not drawn) | 3.5 | 3 | 6
CC(C(=O)N1CCCCC1)N(C)CC(=O)Nc1ccc(F)c(F)c1F (stereo not drawn) | 1.8 | -2 | 2
COC(=O)c1ccc(CNC(=O)c2ccccc2C(=O)NCC2(CBr)OCCO2)cc1 | 3.6 | 5 | 4
COc1ccc(S(=O)(=O)N(C)C[C@@H]2OCc3cnnn3CCCC(=O)N([C@H](C)CO)C[C@H]2C)cc1 | 6.6 | 1 | -4
COc1ccc(-n2nnnc2CNC(=O)c2c(-c3ccccc3Cl)noc2C)cc1 | 2.5 | -7 | -7

(cont.)
structure | phage Ecoli inh | PKA-R2B activ | PKA-R1A act
O=C(OCc1cn([C@H]2CN(CC3CCCCC3)[C@@H](c3ccc(Cl)cc3)C[C@@H]2O)nn1)c1ccccc1 | 1.8 | -15 | -5
NC(=S)NN=Cc1cc(-c2cccc(N)c2)ccn1 | 21* | -6 | -2
Cc1c(N=O)c(-c2ccccc2)n(O)[n+]1[O-] | 3.8 | 4 | 7
CS(=O)(=O)Nc1ccc2c(c1)[C@H]1C[C@H](CC(=O)NCc3ccccc3)O[C@H](CO)[C@H]1O2 | 2.9 | 5 | 8
Cc1ccc(S(=O)(=O)N2C[C@@H](C)[C@]3(C2)[C@H](O)[C@H](OC(=O)NC2CCCC2)C[C@H]2C(=O)N(c4ccccc4)C(=O)[C@H]23)cc1 | -0.4 | -1 | -17
CCCCCC(=O)N1C[C@H](O)[C@@H](n2cc(-c3ccc(F)cc3)nn2)C[C@@H]1c1ccc(Cl)cc1 | 2.6 | 0 | -3
CCC/C=C/c1ccc(CN2C(CC(C)C)C(=O)N(Cc3cn(CC4CCCCC4)nn3)CCS2(=O)=O)cc1 (stereo not drawn) | 0.4 | -3 | -11
COC(=O)c1cccc(NC(=O)c2ccc(S(=O)(=O)N(C)c3ccccc3OC)cc2)c1 | 3.5 | -12 | 3
CSc1ncnc2c1ncn2CCCNC1CCN(Cc2ccccc2)CC1 | 3.8 | -6 | 4

Single records, from the list above. Order of screens: phage Ecoli inh, PKA-R2B activ, PKA-R1A act
`COc1cc2ccc(-c3ccc4ccccc4n3)cc2cc1OC` is listed with 2.8, 5, 2
`CS(=O)(=O)Nc1ccc2c(c1)[C@H]1C[C@H](CC(=O)NCc3ccccc3)O[C@H](CO)[C@H]1O2` is listed with 2.9, 5, 8
`COC(=O)c1cccc(NC(=O)c2ccc(S(=O)(=O)N(C)c3ccccc3OC)cc2)c1` is listed with 3.5, -12, 3
`O=C(Nc1ncccc1O)c1ccc(S(=O)(=O)NCc2ccco2)cc1` is listed with 0.2, -4, 1
`CC(CC(=O)c1ccccc1)=NCC(O)CN=C(C)CC(=O)c1ccccc1` (stereo not drawn) is listed with 1.4, -2, 6

Some of the compounds tested (hit frequency here may not be typical).
